Screens (PubChem BioAssay)
SENP8 inh – inhibitors of human SENP8 protease; Q96LD8; recombinant SENP8, Nedd8 substrate fluorescence; inhibition, % at 20 µM; 360,000 tested, 0.64% active; AID 602440; in the data active means inhibition mostly above about 40%, no sharp cut-off; inactive means mostly below about 27%
Target sequence (Q96LD8 whole entry, looked up): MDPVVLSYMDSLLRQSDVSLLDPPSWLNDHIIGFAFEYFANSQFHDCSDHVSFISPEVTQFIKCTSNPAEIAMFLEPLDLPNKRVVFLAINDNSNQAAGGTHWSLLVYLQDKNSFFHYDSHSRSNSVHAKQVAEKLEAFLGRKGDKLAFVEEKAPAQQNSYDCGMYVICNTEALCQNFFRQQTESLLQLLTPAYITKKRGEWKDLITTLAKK
MPTP inh – permeability transition pore inhibition. isolated mouse mitochondria, Ca2+ swelling absorbance, 30 min. 360,000 tested, 1.4% active. inhibition, % at 10 µM;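 active means inhibition of 50% or more, scaled per plate between neutral and stimulator controls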;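 further: 0% = DMSO wells given calcium and 100% = 1 mM EGTA wells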
Numbers without * were called inactive; i = inactive. An excerpt; rates above refer to the full screens.

item	SMILES	SENP8 inh	MPTP inh
1	CC(=O)Nc1ccc(C(=O)N2CCCC(c3cc(C(=O)NCc4ccccc4)no3)C2)cc1 (configuration not stated)	7.8	0.5
2	Cc1ccc(NC(=O)C2(C)CCN2C(=O)c2ccccc2CCc2ccccc2)cc1C (configuration not stated)	10.7	0.5
3	COc1ccc(N2c3ccccc3CN(Cc3ccccc3)[C@@H](C)[C@H]2Cc2c(C)cccc2C)cc1	-0.7	3.0
4	Cc1cccc(C)c1NC(=O)Nc1nnc([C@H]2C[C@H](O)[C@@H](CO)O2)s1	16.9	-1.0
5	COCCCNC(=O)C[C@@H]1C[C@@]2(C(=O)OC)CC(C)(C)CC=C2N(Cc2cccc3ccccc23)C1=O	13.9	-0.8
6	O=C(NCc1ccccc1)C(c1ccc(C(F)(F)F)cc1)n1c(=O)c(-c2ccco2)nc2ccccc21 (configuration not stated)	-432.9	-1.4
7	CCc1ccc([C@H]2[C@@H]3C(=O)C[C@@H]4C(=O)N(Cc5ccccc5)C(=O)[C@@H]4[C@@H]3CN2S(=O)(=O)c2ccc(C)cc2)cc1	18.7	-0.8
8	CC1(c2nc3ccccc3[nH]2)CCC(=O)N1Cc1cccs1 (configuration not stated)	-5.1	0.9
9	COc1ccc(-c2ccc(C(=O)Nc3cccc(C(C)=O)c3)c3occc23)c(C)c1	-44.9	0.4
10	CCOC(=O)C1CCCN(C(=O)c2ccc(F)c(C)c2)CC1 (configuration not stated)	20.1	-2.5
11	CC(C)(C)NC(=O)C1(C)CCC(=O)N1CCCn1ccnc1 (configuration not stated)	18.5	1.3
12	COc1ccc(NC(=O)C2Cc3c(-c4ccc(Cl)cc4)ccnc3O2)cn1 (configuration not stated)	14.6	0.9
13	CCCCNC(=O)C1(C)CCCCN1C(=O)c1cc2ccccc2s1 (configuration not stated)	17.1	-1.0
14	CCc1nc2c(OCC(=O)C(C)(C)C)cccn2c1N(C=O)Cc1ccccc1	2.2	0.9
15	COCc1cn(CC(C)n2c(=O)c3ccccc3n2Cc2cc(C(C)C)no2)nn1 (configuration not stated)	-402.4	2.0
16	CC(CC(=O)Nc1ccc2c(c1)c(=O)n(C)n2Cc1ccc(F)cc1)c1ccccc1 (configuration not stated)	i	-1.0
17	CN(C)c1cccc(NC(=O)C2(C)Cc3c(-c4cccnc4)ccnc3O2)c1 (configuration not stated)	14.0	0.9
18	COc1cccc(CNC(=O)[C@@H]2CCCN2C(=O)[C@H]2CCCCN2C(=O)c2ccccc2C)c1	8.0	-1.0
19	COc1cccc(CNc2nc(NCc3ccccc3OC)nc3ccsc23)c1	-41.8	94.6*
20	N#Cc1ccc(C(=O)N2CCCC(c3cc(C(=O)NCc4cccnc4)no3)C2)cc1 (configuration not stated)	10.9	-1.9

Looked up by structure from above (six):
item	SMILES	SENP8 inh	MPTP inh
4	Cc1cccc(C)c1NC(=O)Nc1nnc([C@H]2C[C@H](O)[C@@H](CO)O2)s1	16.9	-1.0
5	COCCCNC(=O)C[C@@H]1C[C@@]2(C(=O)OC)CC(C)(C)CC=C2N(Cc2cccc3ccccc23)C1=O	13.9	-0.8
9	COc1ccc(-c2ccc(C(=O)Nc3cccc(C(C)=O)c3)c3occc23)c(C)c1	-44.9	0.4
19	COc1cccc(CNc2nc(NCc3ccccc3OC)nc3ccsc23)c1	-41.8	94.6*
6	O=C(NCc1ccccc1)C(c1ccc(C(F)(F)F)cc1)n1c(=O)c(-c2ccco2)nc2ccccc21 (configuration not stated)	-432.9	-1.4
10	CCOC(=O)C1CCCN(C(=O)c2ccc(F)c(C)c2)CC1 (configuration not stated)	20.1	-2.5

More results follow:
item	SMILES	SENP8 inh	MPTP inh
21	Cc1noc(C)c1-c1ccc(C(=O)N2CCN(C)CC2)c2occc12	8.1	0.1
22	Cc1ccc(C(O)c2ncc(-c3ccccc3F)[nH]2)c(C)c1 (configuration not stated)	13.6	-1.4
23	Cc1ccccc1Cn1c(C)c(C(=O)NCC(C)C)sc1=O	1.0	-0.3
24	COC(=O)[C@@]12C[C@@H](CC(=O)N3CCN(C(=O)c4ccco4)CC3)C(=O)N(Cc3ccc4c(c3)OCO4)C1=CCC(C)(C)C2	7.3	-0.1
25	Cc1cc2c(cc1C)-c1nnnn1C(N1CCC(Cc3ccccc3)CC1)C(=O)N2 (configuration not stated)	18.6	0.0
26	Cc1ccc(-c2cnc(C(O)c3ccc(C)cc3)[nH]2)cc1 (configuration not stated)	11.8	1.0
27	Cc1ccc(C)c(CC(=O)N2CCCC(c3cc(C(=O)NCc4cccnc4)no3)C2)c1 (configuration not stated)	12.6	-1.2
28	O=c1oc(=S)oc2c1[C@H](c1ccc(Cl)cc1)O[C@H](C1CC1)C2	9.1	-1.2
29	CN(Cc1ccc(Cl)cc1)C(C(=O)NC1CCCCC1)c1cc2ccccc2o1 (configuration not stated)	11.8	0.6
30	Cc1nc2c(OCc3ccc(C#N)cc3)cccn2c1N(C)C(=O)CCC1CCCC1	12.2	0.1
31	CN(C)CCNC(=O)C1(C)Cc2c(-c3cccc(C(F)(F)F)c3)ccnc2O1 (configuration not stated)	24.9	0.2
32	CCC(=O)N1CCC1(C)C(=O)NS(=O)(=O)c1cccc(C#N)c1 (configuration not stated)	9.7	-3.3
33	CCCCOc1ccc(S(=O)(=O)NC(=O)C2(C)CCN2C(=O)Cc2cccs2)cc1 (configuration not stated)	12.9	0.0
34	COc1ccc(CN2C(=O)CCC2(C)c2nnnn2-c2c(C)cccc2C)cc1 (configuration not stated)	26.0	-0.2
35	c1ccc(COc2cccc(-c3cc4nc(NCc5ccc6c(c5)OCO6)ccn4n3)c2)cc1	i	0.6
36	COc1cccc(C(O)c2nc(-c3cccc(NC(C)=O)c3)cs2)c1 (configuration not stated)	18.1	3.2
37	CC(=O)Nc1cccc(-c2cc(NC(C)=O)c3ncc(-c4ccc(F)cc4)n3c2)c1	-300.5	0.8
38	CCC(=O)N1CCC1(C)C(=O)Nc1ncc(C)s1 (configuration not stated)	7.5	-0.9
39	CCCNC(=O)C1(C)CCN1C(=O)c1ccc(C(C)(C)C)cc1 (configuration not stated)	7.4	-0.9
40	CC(N)c1csc(Nc2nncc3ccccc23)n1 (configuration not stated)	-92.4	1.3
41	N=C(N)n1ncc2c1CCCC2=O	0.0	0.7
42	O=C(NCc1cccs1)c1ccc2sc(C3=C[C@@H](O)[C@@H](O)[C@@H](CO)O3)nc2c1	-8.1	0.7
43	CCCCNC(=O)c1nc(C2CCN(S(=O)(=O)c3ccc(Cl)cc3)CC2)oc1-c1ccccc1	15.0	0.0
44	Oc1ccc(C[C@H]2CN([C@@H](Cc3cccc(O)c3)CN3CCC[C@@H]3CN3C(=S)NC[C@@H]3Cc3ccccc3)C(=S)N2CC2CCCCC2)cc1	20.2	0.4
45	O=C1CCCC[C@@H](O)[C@H](O)C[C@H](c2ccccc2)O1	21.1	-0.2
46	O=C(NCc1ccccc1F)Nc1nnc([C@H]2C[C@H](O)[C@@H](CO)O2)s1	-8.8	-2.1
47	COc1ccc(-c2nc3cc(C)c(Br)c(C)n3c2Cc2cccc(F)c2)cc1OC	-16.3	2.9
48	COC(=O)C(C(=O)OC)c1ccccc1NS(=O)(=O)c1c(C)cc(C)cc1C	19.5	-0.9
49	CC1(C(=O)Nc2ccc(Cl)c(Cl)c2)CCN1C(=O)CCC1CCCC1 (configuration not stated)	7.7	1.9
50	Cc1cccc(C(=O)N2CCC(=O)N([C@H](COCc3ccccc3)Cc3ccccc3)CC2)c1	11.4	1.4
51	O=C(C1=NOC2(C1)C(=O)Nc1ccccc12)N1CCOCC1 (configuration not stated)	17.3	-1.2
52	CC(=O)C(=Cc1ccc(-c2ccccc2)cc1)C(=O)c1ccccc1	9.7	-3.0
53	O=c1[nH][nH]c2c1[C@@H](c1ccc(F)cc1)O[C@H](C1CCCCC1)C2	17.8	-0.5
54	Cc1ccccc1-c1cnc(C(O)c2c(C)ccc3ccccc23)[nH]1 (configuration not stated)	5.9	1.9
55	CCc1nc2c(OCc3ccc(Cl)cc3)cccn2c1N(C)C(=O)c1ccco1	4.2	-0.3
56	COc1cccc(NC(=O)C2(C)CCN2C(C)C)c1OC (configuration not stated)	-0.4	-1.2
57	Cc1cc(C)cc(C(O)c2ncc(-c3ccccc3C)[nH]2)c1 (configuration not stated)	4.2	2.6
58	C=Cc1ccc(CC2(C)C(=O)Nc3ccc(Cl)cc32)cc1 (configuration not stated)	12.8	1.5
59	CC1(C(=O)NCC2CCCCC2)CCN1CCc1ccccc1 (configuration not stated)	9.2	2.5
60	Cn1ccc2c(-c3cccnc3)cc3c(c21)C1CCC3O1 (configuration not stated)	-209.2	0.1
61	CCc1nc2ccc(C(=O)NCCN3CCCC3)cn2c1N(C)Cc1ccc(OC)cc1	-22.0	0.2
62	NC(CCc1ccccc1)c1csc(Nc2ccc(C(=O)c3ccccc3)cc2)n1 (configuration not stated)	-414.9	9.2
63	O=C(/C=C/[C@H]1O[C@@H](n2ccc(=O)[nH]c2=O)[C@H](O)[C@@H]1O)N1CCN(Cc2ccc(F)cc2)CC1	21.7	0.4
64	O=C(Nc1cccc2ccccc12)c1csc([C@@H]2O[C@H](CO)[C@@H](O)[C@H]2O)n1	12.2	0.6
65	O=C(NC1CCCCC1)C1c2ccccc2OCC(=O)N1Cc1ccco1 (configuration not stated)	6.8	0.2
66	CCCNC(=O)C1(C)CCCN(Cc2ccccc2C#N)C1 (configuration not stated)	17.1	2.7
67	COC1=CC(=O)c2nc(Cl)ccc2C1=O	87.8*	0.8
68	CC(C)(C)c1ccc(CC(=O)N2CCC2(C)C(=O)Nc2cccc3c2CCCC3)cc1 (configuration not stated)	9.8	1.4
69	Cc1ccc(C(O)c2ncc(-c3ccccc3Cl)[nH]2)c(C)c1 (configuration not stated)	15.5	1.3
70	CCOC(=O)[C@]12CCC=C1N(Cc1ccccc1)C(=O)[C@H](CC(=O)N1CCCCC1)C2	17.8	-0.3
71	COc1ccc(C(C)(O)c2nc(-c3ccccc3)cs2)cc1 (configuration not stated)	2.0	1.7
72	COc1ccccc1Cc1c(-c2ccc(OC)c(OC)c2)nc2ccc(Cl)cn12	-351.0	0.0
73	O=C(c1ccco1)N1CCN(C2CN(C3CCCCC3)S(=O)(=O)C2)CC1 (configuration not stated)	15.7	0.5
74	CC1(C(=O)NCC2CC2)CCN1C(=O)C/C=C/c1ccccc1 (configuration not stated)	15.4	0.9
75	Cc1ccc(S(=O)(=O)NC(=O)C2(C)CCN2C(=O)CC2CCCC2)nc1 (configuration not stated)	11.2	-0.7
76	CC1(c2nnnn2-c2ccc3c(c2)OCCO3)CCC(=O)N1C1CC1 (configuration not stated)	9.6	0.7
77	C#CCN1CCc2onc(-c3ccccc3OC)c2C1=O	27.7	-0.2
78	Cn1nc(C(C)(C)C)cc1C(=O)N1CCCCC1c1cc(C(=O)Nc2cccc(C#N)c2)no1 (configuration not stated)	7.9	0.7
79	CC1(C(=O)NS(=O)(=O)c2cccc(Cl)c2)CCN1C(=O)COc1ccc(Cl)cc1 (configuration not stated)	6.7	-0.1
80	O=NN(CCF)C(=O)NC1CCS(=O)(=O)CC1	10.3	-1.1

Going on with the list.
item	SMILES	SENP8 inh	MPTP inh
81	O=c1[nH][nH]c2c1[C@H](c1ccc(Cl)cc1)O[C@H](C1CC1)C2	27.5	-3.7
82	Clc1ccccc1Nc1nc(NCC2CC2)nc2ccsc12	i	-1.3
83	CC1(C(=O)NCc2ccccc2)Cc2c(-c3cccc(C(F)(F)F)c3)ccnc2O1 (configuration not stated)	4.0	-0.7
84	CCOC1=C2[C@@H](CN(S(=O)(=O)c3ccc(C)cc3)[C@H]2c2cccs2)[C@H]2C(=O)N(c3ccccc3)C(=O)[C@H]2C1	15.5	-0.7
85	Cn1c(=O)c2c(-c3ccccc3)n(-c3ccc(N)cc3)cc2n(C)c1=O	60.4*	-1.5
86	CCc1nc2ccc(C(=O)NCc3ccc4c(c3)OCO4)cn2c1N(C)Cc1ccc(OC)cc1	-11.2	0.7
87	CCN(CC)C(=O)c1ccc(Cc2cn(C)c3ccccc23)nc1	12.4	-0.4
88	CC(C)Oc1ccc(CN2CCC2(C)C(=O)Nc2cccc3cccnc23)cc1 (configuration not stated)	-29.2	1.3
89	COC(=O)c1ccc2nc(-c3ccc(C)cc3)c(Cc3ccc(C)cc3)n2c1	-357.8	0.3
90	CC(C)C(=O)N1CCC1(C)C(=O)Nc1ccc(-n2cncn2)cc1 (configuration not stated)	10.3	-0.4
91	COc1ccc(Cl)cc1CC1(C)C(=O)Nc2ccc(S(=O)(=O)NC3CCCCC3)cc21 (configuration not stated)	-2.3	-0.6
92	COc1ccc(C(O)c2nc(-c3ccncc3)cs2)cc1 (configuration not stated)	8.0	56.6*
93	COc1ccc(CN2C[C@@H](CO)O[C@@H](n3cnc4c(N5CCN(CCO)CC5)ncnc43)C2)cc1	19.8	-0.3
94	CN1CCN(c2ccc(-c3cc(NC=O)c4ncc(-c5ccccc5)n4c3)cc2)CC1	-391.9	-1.1
95	Cc1cccc(C)c1NC(=O)C(c1ccccc1OC(F)(F)F)N1CCN(C)CC1 (configuration not stated)	20.7	-1.5
96	COc1cc(CN2C[C@@H](CO)O[C@@H](n3cnc4c(N5CCN(C)CC5)ncnc43)C2)cc(OC)c1OC	22.6	1.3
97	COC(=O)c1ccc2nc(-c3ccco3)c(Cc3ccc(OC)cc3C)n2c1	-94.5	-2.0
98	CCCCC(=O)N(C)c1c(C)nc2ccc(C(=O)N3CCCCC3)cn12	-7.7	-1.1
99	CCOC(=O)C1=C[C@@H](CC)N(S(=O)(=O)c2ccc([N+](=O)[O-])cc2)[C@H]1c1ccccc1	8.8	0.1
